PPARg SRC3 recr = PPARgamma agonists recruiting SRC-3 coactivator, primary screen, biochemical; actives 0.26% (n = 200,000); biochemical PPARgamma/SRC-3 coactivator recruitment assay; activation, % at 8 µM; Peroxisome proliferator-activated receptor gamma (Homo sapiens), P37231; in the data active means activation above about 23%;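 further: 0% = DMSO and 100% = reference agonist; some compounds past the cut are filed as inactive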
RAM network inh = inhibitors of the yeast RAM network, primary screen, dse1pr::URA3 reporter, 5-FOA selection | S. cerevisiae dse1pr::URA3 reporter, 5-FOA growth OD615, 2 d; analog-sensitive cbk1-as2 kinase mutant strain | inhibition, % at 50 µM | actives 1.8% (n = 190,000) | AID 868, 2007;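 active means inhibition above a set limit, 3 SD over mean compound inhibition, cut at about 8.4% in these data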;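 further: 0% = DMSO-only wells with no growth and 100% = 10 µM 1-NA-PP1 full growth; inhibition rescues growth on 5-FOA so higher OD means more RAM inhibition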
STAT3 blocker = IL-6 driven STAT3 reporter inhibitors, primary screen, U3A cells, luciferase, luminescence, MLSCN library. inhibition, % at 5.5 µM. AID 862, 2007. IL-6 STAT3-luciferase reporter; host cell line lacks STAT1. actives 0.89% (n = 190,000);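 active means inhibition above the mean inhibition across all screened compounds plus 3 SD, cut at about 44% in these data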;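 further: 0% = DMSO only wells and 100% = 100 µM nifuroxazide control wells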
ROMK mod = ROMK potassium channel modulators, primary screen, cell-based, thallium flux, MLSMR library | Tet-inducible ROMK, thallium flux fluorescence; actives lie on both sides | B-score at 10 µM | actives 2% (n = 130,000);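 active means signal ratio slope over the read window, or its plate-corrected B-score, at least 3 SD from the plate mean, either direction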;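 further: B-score of the F/F0 ratio slope over 7 to 12 s after thallium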
PPARg SRC2 recr = agonists of PPARg-SRC-2 recruitment, primary screen, biochemical, HTS; PPARgamma LBD-SRC-2 recruitment; activation, % at 8 µM; actives 0.34% (n = 200,000); in the data active means activation above about 22%;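 further: 0% = vehicle and 100% = reference agonist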
TLR4 MyD88 comp = inhibitors of TLR4-MyD88 association in cells, primary screen, cell-based, HeLa CL3-4, BLA complementation, FRET ratio. Toll-like receptor 4 (Homo sapiens) + Myeloid differentiation primary response protein …. HeLa CL3-4 TLR4/MyD88 BLA complementation. inhibition, % at 8.4 µM. actives 0.18% (n = 200,000); in the data active means inhibition above about 25%;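 further: 0% = vehicle and 100% = reference inhibitor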
Target sequence (O00206 whole entry, looked up): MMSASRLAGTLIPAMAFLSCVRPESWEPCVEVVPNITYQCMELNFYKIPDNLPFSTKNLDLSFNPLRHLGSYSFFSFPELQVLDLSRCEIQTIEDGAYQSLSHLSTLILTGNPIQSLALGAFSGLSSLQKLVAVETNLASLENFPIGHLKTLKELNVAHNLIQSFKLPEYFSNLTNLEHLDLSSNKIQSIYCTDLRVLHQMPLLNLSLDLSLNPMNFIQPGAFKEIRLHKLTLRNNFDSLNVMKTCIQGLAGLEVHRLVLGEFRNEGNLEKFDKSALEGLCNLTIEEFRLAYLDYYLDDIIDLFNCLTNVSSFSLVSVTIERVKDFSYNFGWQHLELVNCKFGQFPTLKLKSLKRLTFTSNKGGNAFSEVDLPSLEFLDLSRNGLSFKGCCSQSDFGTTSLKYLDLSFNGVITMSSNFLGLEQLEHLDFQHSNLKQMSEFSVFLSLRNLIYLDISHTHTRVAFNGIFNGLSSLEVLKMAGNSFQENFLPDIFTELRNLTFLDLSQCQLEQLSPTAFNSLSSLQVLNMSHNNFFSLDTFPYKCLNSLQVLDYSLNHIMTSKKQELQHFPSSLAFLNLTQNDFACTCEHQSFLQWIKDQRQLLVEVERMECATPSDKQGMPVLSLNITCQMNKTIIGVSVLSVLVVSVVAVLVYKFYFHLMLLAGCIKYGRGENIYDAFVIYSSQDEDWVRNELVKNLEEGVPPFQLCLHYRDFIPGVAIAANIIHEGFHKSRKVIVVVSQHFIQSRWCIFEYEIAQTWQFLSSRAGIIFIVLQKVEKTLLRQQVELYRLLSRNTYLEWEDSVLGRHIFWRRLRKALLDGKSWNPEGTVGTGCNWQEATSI
Target sequence (Q99836 whole entry, looked up): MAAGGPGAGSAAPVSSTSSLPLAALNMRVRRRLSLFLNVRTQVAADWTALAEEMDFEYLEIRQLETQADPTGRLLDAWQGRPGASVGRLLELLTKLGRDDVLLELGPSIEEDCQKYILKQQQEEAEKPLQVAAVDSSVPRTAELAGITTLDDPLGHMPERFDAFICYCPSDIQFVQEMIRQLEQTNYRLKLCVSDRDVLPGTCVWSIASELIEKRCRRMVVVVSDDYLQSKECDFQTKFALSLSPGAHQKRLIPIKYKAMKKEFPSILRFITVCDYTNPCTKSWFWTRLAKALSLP
TR-FRET SRC-2 ct = TR-FRET signal artefacts, primary screen, artefact control for PPARgamma SRC-2 agonist project, biochemical | AID 1049, 2008 | TR-FRET artefact counter-screen; active compounds read high | TR-FRET ratio at 8 µM | actives 0.4% (n = 200,000); in the data active means TR-FRET ratio above about 2000; further: inactives centre near 1500
STAT3 act = IL-6 driven STAT3 reporter potentiators, primary screen, U3A cells, luciferase, luminescence, MLSCN library; AID 871, 2007; actives 0.91% (n = 190,000); activation (% of control), % at 5.6 µM; IL-6 STAT3-luciferase reporter; 100% = signal with IL-6 EC80 alone;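 active means activation above the screen-wide mean of compound activation plus 3 SD, cut at about 130% in these data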;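 further: 0% = background luminescence of wells with medium and substrate only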
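Material: STAT3-luciferase reporter U3A cells; Probe or stimulus: IL-6 (33 ng/mL); Incubation: compound pre-incubation 1 h before IL-6, then 6 h stimulation at 37 °C; Technique: luminescence from STAT3-driven luciferase reporter; Evaluation: % activation versus median of IL-6-stimulated wells; Controls: IL-6-only high control.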
STAT1 blocker = STAT1 signaling inhibitors, primary screen, cell-based, HTS, luciferase reporter. NIH 3T3 STAT1-luciferase reporter, IFN-gamma, luminescence. inhibition, % at 5.5 µM. actives 0.35% (n = 200,000);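 active means inhibition above a set limit, the mean inhibition across all tested compounds plus 3 SD, cut at about 34% in these data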;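 further: 0% = IFN-gamma with DMSO and 100% = IFN-gamma with 300 µM nifuroxazide; values of inactives mirror those of a sister screen read the other way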
S1P3 antag = S1P3 receptor antagonists, primary screen, cell-based. inhibition, % at 4.98 µM. CHO S1P3 NFAT-BLA reporter, FRET fluorescence, antagonist mode. actives 0.27% (n = 170,000). AID 485, 2006;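 active means inhibition above the plate cutoff, the mean inhibition of test wells on that plate plus 3 SD, cut at about 28% in these data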;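 further: cells challenged with S1P at its EC80 of 0.8 µM; blue over green emission ratio from cleaved BLA substrate after 4 h stimulation; 0% = S1P-stimulated wells and 100% = unstimulated DMSO-only wells; some compounds past the cut are filed as inactive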
PPARg SRC-1 ag = PPARgamma agonists recruiting SRC-1 coactivator, primary screen, biochemical; PPARgamma-SRC-1 coactivator recruitment biochemical assay; AID 631, 2007; actives 0.41% (n = 200,000); activation, % at 8 µM; in the data active means activation above about 19%;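 further: 0% = DMSO and 100% = reference agonist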
Numbers without * were called inactive; . = not tested or not shown.

Results follow in this order: PPARg SRC3 recr	RAM network inh	STAT3 blocker	ROMK mod	PPARg SRC2 recr	TLR4 MyD88 comp	TR-FRET SRC-2 ct	STAT3 act	STAT1 blocker	S1P3 antag	PPARg SRC-1 ag
- CSC1=C(C#N)C(c2ccccc2)C(C(C)=O)=C(C)N1 (stereo not drawn)
 : 3	2.5	13	-1.1	7	1	1666	95	16	-26	10
- Nc1nc(CN2CCN(c3ccccn3)CC2)nc(Nc2ccc(Cl)cc2)n1
 : 7	-0.3	34	.	4	-4	1679	73	-2	15	13
- Cn1c(N)c(C(=O)CN2CCc3ccccc3C2)c(=O)n(C)c1=O
 : 4	1.1	-11	1.3	9	13	1742	114	-1	4	2
- Cc1ccc(-c2nnc(N3CCN(C(=O)CSc4ncn[nH]4)CC3)c3ccccc23)cc1
 : -4	1.9	6	.	1	-11	1495	96	-2	11	-1
- O=C(CSCc1c(Cl)cccc1Cl)NCc1ccccn1
 : 1	-0.8	13	-0.52	-1	-1	1522	94	-4	-7	0
- CCc1nnc(NC(=O)CCn2cnc3ccccc3c2=O)s1
 : 1	1.1	-2	-0.23	3	-11	1604	104	2	-14	9
- CCN(CC)CCCC(C)NC(=O)c1ccc(C(F)(F)F)cc1 (stereo not drawn)
 : 1	1.8	7	0.43	1	0	1480	98	5	-2	4
- Cc1ccc(S(=O)(=O)CNC(=S)c2cccc(C)c2)cc1
 : -1	0.1	-12	-0.38	9	-1	1546	108	-2	.	-2
- Cc1cc(/C=N\NC(=O)COc2cccc3cccnc23)c(C)n1-c1ccccc1
 : 1	-0.5	-11	0.032	4	1	1596	110	1	-16	6
- CC(NC(=O)c1ccccc1)c1nnc(SCc2nc3ccccc3c(=O)[nH]2)n1C (stereo not drawn)
 : -3	0.6	15	0.54	4	10	1737	92	-4	9	2
- CCn1c(NC(C)=O)nc2ccccc21
 : -4	1.2	0	0.041	7	-11	1588	101	2	.	2
- COCCN1C(=O)c2cc(C(=O)Nc3ccc(OC)c(OC)c3)ccc2C1Nc1ccc(OC)c(OC)c1 (stereo not drawn)
 : 7	4.2	1	0.76	8	5	1554	106	0	-6	3
- COc1ccc(-c2ccc(/C=C(\NC(=O)c3ccccc3)C(=O)N3CCOCC3)o2)cc1
 : 8	5.1	11	-0.53	11	13	1684	94	26	12	-1
- Clc1ccc(Oc2nc3ccccc3n3cccc23)cc1
 : 3	6.0	11	.	7	4	1374	93	8	.	-2
- COc1ccccc1NC(=O)CS(=O)(=O)c1cccc2nsnc12
 : -13	1.9	1	.	8	1	1553	100	1	-17	3
- COC(=O)c1sccc1NC(=O)CNC(=O)c1ccccc1
 : 4	0.0	2	-0.95	2	-5	1621	104	-1	-15	5
- O=C(/C=C/c1ccc(Cl)cc1)Nc1ccccc1N1CCOCC1
 : 5	3.4	0	0.19	-3	-9	1603	98	-8	-9	-2
- Cc1cc(C)n2nc(C(=O)NCc3cccc(C(F)(F)F)c3)nc2n1
 : -1	1.2	-1	-0.26	-4	9	1448	103	9	-2	4
- COc1ccc(/C=C(\C#N)C(=O)OCC(=O)NC(C)c2ccccc2)cc1 (stereo not drawn)
 : 9	2.0	12	0.61	3	5	1529	91	7	-12	10
- Cc1ccc(C=Nc2ccccc2C(=O)Nc2ccccc2)cc1
 : -4	0.9	10	0.1	-1	-2	1725	95	-1	1	5
- C=CCn1c(-c2csc(-c3ccccc3)n2)n[nH]c1=S
 : 11	2.5	9	-0.078	5	-2	1646	92	-4	.	6
- Cn1c(C(=O)NCc2ccccn2)cc2c(=O)n3ccccc3nc21
 : 2	0.6	14	0.56	10	-2	1418	91	-37	-1	-2
- Cc1cc(NC(=O)Cn2nnc(-c3ccccc3N)n2)no1
 : 3	1.9	-1	-0.039	1	-8	1641	101	3	-6	3
- N#C/C(=C(/O)c1ccco1)c1nc2ccccc2[nH]1
 : 3	3.5	9	0.42	15	-6	1780	94	-27	-12	10
- CCOC(=O)NC(=O)CSc1ccc(C)cc1C
 : 4	-0.6	5	-0.86	8	6	1644	97	2	-27	6
- O=C(c1cccnc1)N1CCC(Oc2ccc(C(=O)N3CCCCO3)cc2)CC1
 : 1	0.7	1	0.38	7	1	1768	105	-2	-1	-7
- c1ccc2[nH]c(NC3=NCCC3)nc2c1
 : 3	4.0	10	0.33	0	-3	1299	93	-5	-27	5
- Cc1ccc(S(=O)(=O)N(CC(=O)N/N=C/c2ccco2)Cc2ccccc2)cc1
 : -2	2.9	11	.	5	-4	1496	98	3	.	-3
- Cc1ccc(C2c3c(oc4ccccc4c3=O)C(=O)N2CCCN2CCOCC2)o1 (stereo not drawn)
 : 9	1.0	-6	-1.1	10	12	1438	109	-1	.	1
- NC(N)=N/N=C/c1ccc(OCc2ccccc2)cc1
 : 4	-0.7	12	.	1	14	1709	99	15	.	-10

The results go on.
Results follow in this order: PPARg SRC3 recr	RAM network inh	STAT3 blocker	ROMK mod	PPARg SRC2 recr	TLR4 MyD88 comp	TR-FRET SRC-2 ct	STAT3 act	STAT1 blocker	S1P3 antag	PPARg SRC-1 ag
- CCOc1ccc(C(=O)Nc2ccccc2CC)cc1[N+](=O)[O-]
 : -2	0.4	8	-0.41	-6	11	1440	95	4	11	-7
- CNC(=O)NC(=S)NC(=O)c1ccccc1Cl
 : -4	0.4	11	-0.35	3	9	1613	98	-5	-11	0
- Cc1ccc(C)c(CN2C(=O)C3CCCN3c3ccc(S(=O)(=O)N4CCOCC4)cc32)c1 (stereo not drawn)
 : 12	2.4	10	.	4	1	1527	101	-4	.	-1
- COCCCNC(=O)CSC1=Nc2ccccc2C2=NC(Cc3c[nH]c4ccccc34)C(=O)N12 (stereo not drawn)
 : 10	0.0	-18	-0.0019	5	-9	1418	116	-7	-36	-5
- Cc1ccc(N=Cc2ccc(O)cc2O)cc1F
 : 0	0.4	2	.	9	12	1639	104	4	-64	11
- CC(=O)NC(NC(=S)N1CCCCCC1)C(Cl)(Cl)Cl (stereo not drawn)
 : 2	0.4	12	-0.013	0	-5	1904	95	1	-23	-3
- CN1/C(=C\C(=O)c2cccnc2)Sc2ccccc21
 : 7	-0.1	6	0.19	13	-4	1782	97	-39	-23	1
- CCCCCCOc1ccc(N2C(=O)CC(N3CCN(CCN=CC4C(=O)CC(C)(C)CC4=O)CC3)C2=O)cc1 (stereo not drawn)
 : 0	0.4	2	-1.4	4	3	1485	100	6	-10	6
- CCOc1ccccc1NC(=O)NC1CCN(CC(=O)Nc2ccc3c(c2)OCCO3)CC1
 : -13	0.7	-3	.	14	6	1533	106	12	-16	2
- Cc1nnc(SCCN2CCOCC2)c2nn(-c3ccccc3F)c(C)c12
 : 3	-1.2	0	-1.1	-2	-15	1421	98	14	11	-2
- CC(c1nccs1)N(C)C(=O)CCc1nnc(CCc2ccccc2)o1 (stereo not drawn)
 : -2	0.5	-1	0.4	-3	11	1411	104	-13	-27	-9
- CCCCOc1ccc(/C=C/C(=O)NCCc2nc3ccccc3[nH]2)cc1
 : -4	-1.9	-6	.	-7	8	1634	110	2	.	-2
- CN(CCC(=O)Nc1ccc2c(c1)OCO2)Cc1ccccc1
 : 0	0.0	-8	.	0	-7	1468	109	-2	-3	-3
- Cc1cc(=S)cc(C)n1CCO
 : 0	2.1	-7	0.62	-3	-8	1581	109	-14	0	-1
- CC(C)CNC(=O)COc1ccc2c3c(c(=O)oc2c1)CCC3
 : -10	0.1	26	.	8	2	1491	81	-3	-5	-3
- O=C(COC(=O)Cn1cnc2ccccc21)NCCC1=CCCCC1
 : -10	2.6	10	.	1	9	1394	97	-3	1	1
- CCN1CCCC1CNc1ncnc2c1[nH]c1ccc(F)cc12 (stereo not drawn)
 : 11	0.9	-30	.	2	6	1477	131	14	0	3
- CCOc1ccc(NC(=O)CN(C)c2ccc(S(=O)(=O)N3CCOCC3)cn2)cc1OCC
 : 6	3.5	4	0.66	5	5	1721	98	6	.	0
- Cc1ccccc1OCc1nnc(SCC(=O)Nc2ccc3nc(SCC(=O)NC(C)(C)C)sc3c2)n1C
 : -5	7.9	22	-1.8	8	-17	1537	82	-1	.	-2
- O=[N+]([O-])c1ccc2c(c1)C(O)n1nc(-c3ccc(Cl)cc3Cl)nc1S2 (stereo not drawn)
 : 7	2.0	18	-0.076	10	-2	1828	83	7	.	5
- CCCn1nc([N+](=O)[O-])c(C(C#N)c2nc3ccccc3o2)c(Cl)c1=O (stereo not drawn)
 : -4	0.9	6	.	-8	1	1494	94	6	-10	-6
- O=C(O)c1ccc(/C=N/N2CCN(Cc3cccc4ccccc34)CC2)cc1
 : 0	-0.8	15	0.51	-5	-20	1703	94	5	1	2
- COc1ccc(-c2cc(CS(=O)(=O)c3ccccc3)on2)cc1
 : 4	1.1	11	-0.12	4	-14	1565	98	-46	-8	-2
- CC(=O)c1ccc(-n2cc(-c3ccc(C(C)(C)C)cc3)[n+]3c2SCCC3)cc1
 : 2	3.2	9	-1.5	-2	4	1424	92	7	-7	-4
- Cc1ccc(N(CC(O)COCc2ccco2)S(=O)(=O)c2ccc(C)cc2)cc1 (stereo not drawn)
 : 9	4.0	-2	-1.1	5	-2	1501	104	-4	6	7
- CC(=O)c1c(C)n([O-])c2ccccc2[n+]1=O
 : 7	-0.6	-2	.	-2	-3	1668	104	3	-20	7
- Cc1ccc2nc(/C(C#N)=C\c3ccc(Oc4ccc([N+](=O)[O-])cn4)cc3)[nH]c2c1
 : 1	1.7	-15	-1.5	5	6	1646	112	-29	-4	6
- Cc1ccc(NC(=O)c2ccc(Br)o2)cc1S(=O)(=O)N(C)C
 : 5	1.2	-6	-0.094	3	2	1504	107	-18	-8	10
- COC(=O)C1(C)Nc2ccccc2C(=O)N1c1ccccc1C (stereo not drawn)
 : 4	-0.5	7	.	-1	-17	1401	99	-1	-3	0
- CCOC(=O)N1CCN(C(=O)c2ccccc2N(C)S(C)(=O)=O)CC1
 : -6	0.8	2	.	6	-8	1499	102	2	-10	0
- c1csc(-c2nnc(Cc3cccc4ccccc34)o2)c1
 : 2	-1.0	11	.	5	-1	1441	93	6	.	9
- CCSCc1nnc(SCC(=O)Nc2nc3ccccc3s2)n1C
 : 3	2.5	-4	-0.58	5	-4	1526	106	-8	-17	-5
- Cc1ccccc1Cn1ccc(=NCc2ccccc2)cc1
 : 0	0.9	29	.	3	-2	1433	78	33	6	-3

Compound activity (PubChem)

This is a random part of the collection. About 5.6% of those tested had a hit in this group.
